Bioassay records: PubChem BioAssay, National Center for Advancing Translational Sciences (NCATS)
Chronic BCR inh: inhibitors of chronic active B-cell receptor signaling | AID 493014 | Potency, µM (doses to about 46.1 µM), for inactives: at the highest dose ratio change, negative = lower green/red ratio, actives largely listed as inhibitors | 340,000 tested, 0.05% active | ABC-DLBCL IkBa-CBG/CBR reporter, luminescence ratio, 4 h; active means well fitted inhibition curve with a large enough effect in the signal ratio, with a control signal flat, not every such curve was filed as active; inconclusive means small, poorly fitted or top-dose-only effect, or effect the other way, or a change in a side signal; the % refers to the signal ratio;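 further: potency means the concentration at half of the fitted maximal effect; plate controls were basal doxycycline-induced cells for no effect and cells given 10 µM MG132 for full effect; MG132 reads +100%, hits lower the ratio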
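TMD8 ABC-DLBCL cells carrying doxycycline-inducible green luciferase fused to IkappaBalpha plus unfused red luciferase were exposed to compounds (up to 46 uM) for 4 hrs at 37C. Activity came from the overlap-corrected green/red luminescence ratio.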
PTAP TSG101 blk: blocks PTAP/TSG101 interaction to inhibit HIV-1 budding | Fluorescence polarization, FITC-PTAP peptide / Tsg101 binding | 340,000 tested, under 10 active | Q99816 | Potency, µM (highest dose often 115 µM), for inactives: top-dose activity change, negative = inhibition, hits mostly inhibitors | AID 493005; active means well fitted inhibition curve with a large enough effect in the main read-out, with a control signal flat, not every such curve was filed as active; inconclusive means small, poorly fitted or top-dose-only effect, or effect the other way, or a change in a side signal; inactive means no such curve, though single readings can be large or run the other way; further: potency means the concentration at half of the fitted maximal effect; % of control where 0% means no effect
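Tsg101 binding domain (10 uM final) was mixed with compound and a FITC-labeled PTAP peptide (50 nM final) in HEPES pH 7.5 buffer with NaCl, Tween 20, EDTA and TCEP; fluorescence polarization was read after 20 min at r.t.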
FBPA coupling cs: coupling enzyme interference in Giardia aldolase counter-screen; coupling enzyme system counterscreen, AmpLite Red fluorescence; activity change, negative = inhibition, % at 58.2 µM, hits read low; 290,000 tested, 0.67% active; AID 2472; in the data active means activity change below about -30%; further: on the % scale 0 is the no-effect control and ±100 the full control effect
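Coupling enzymes only (glyceraldehyde-3-phosphate) + compound, at 57.5 uM final, 10 min RT; add substrate/coupling/AmpLite Red mix, 20 min RT; fluorescence ex 525/em 598 nm. Actives flag coupling-system interference.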
PKM2 activator: PKM2 (human) enzyme activation. P14618. purified PKM2, Kinase-Glo ATP luminescence, activation; response scale: 0% is enzyme alone, no compound. Potency, µM (titrated, usually from 57.5 µM), for the others: at the highest dose activation, actives largely listed as activators. 260,000 tested, 0.34% active. AID 1631; further: potency means the concentration at half of the fitted maximal effect; on the % scale 0 is the no-effect control and ±100 the full control effect; nearly all actives have a fitted effect of over 55% in size
Target sequence (P14618 whole entry, looked up): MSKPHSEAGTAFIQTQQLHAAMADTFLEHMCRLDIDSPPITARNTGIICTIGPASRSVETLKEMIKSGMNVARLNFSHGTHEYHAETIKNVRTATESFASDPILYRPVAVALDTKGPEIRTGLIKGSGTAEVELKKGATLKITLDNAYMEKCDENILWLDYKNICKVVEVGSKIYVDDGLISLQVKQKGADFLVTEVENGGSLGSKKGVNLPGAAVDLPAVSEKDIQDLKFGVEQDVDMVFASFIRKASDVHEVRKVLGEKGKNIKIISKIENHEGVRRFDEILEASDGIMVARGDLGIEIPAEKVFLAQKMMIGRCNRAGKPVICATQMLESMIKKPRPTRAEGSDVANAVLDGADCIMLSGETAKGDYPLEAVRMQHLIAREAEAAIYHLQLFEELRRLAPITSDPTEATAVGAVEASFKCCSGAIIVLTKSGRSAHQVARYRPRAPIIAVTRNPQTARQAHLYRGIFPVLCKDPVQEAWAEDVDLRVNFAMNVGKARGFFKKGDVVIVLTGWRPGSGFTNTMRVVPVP
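hPK-M2, >95% pure; 0.1 mM ADP / 0.5 mM PEP final; imidazole pH7.2 buffer w/ 7 mM MgCl2, 50 mM KCl; 1 h RT; Kinase-Glo lum. Intermediate enzyme activity for dual inhibitor/activator qHTS.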
S-ASM inh: inhibitors of human secretory acid sphingomyelinase; placental ASM, HMU-PC fluorogenic substrate, 60 min; Potency, µM (doses to about 57.5 µM), for the others: top-dose activity change, negative = inhibition, usual class: inhibitors; 340,000 tested, 0.006% active; AID 504937; further: potency means the concentration at half of the fitted maximal effect
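Fluorogenic HMU-PC substrate (9 uM final) is turned over by placental ASM in 60 min at 37 C after a 10 min compound preincubation. Reaction ended by alkaline stop (pH 10), with fluorescence read at 386/447 nm.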
Tb PFK block: inhibitors of T. brucei phosphofructokinase; 330,000 tested, 0.17% active; O15648; T. brucei PFK, ADP-Glo luminescence; AID 485367; Potency, µM (highest dose often 57.5 µM), for inactives: at the top dose activity, negative = inhibition, most hits filed as inhibitors;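 further: potency means the concentration at half of the fitted maximal effect; 0% = uninhibited 1x PFK enzyme wells and -100% = no-enzyme wells; nearly all actives have a fitted effect of over 60% in size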
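PFK 1.25 nM, F6P 0.5 mM, ATP 0.1 mM, 0.1 M TEA pH 8.0, 5 mM MgCl2, 0.01% Tween20, 0.1% BSA; 45 min RT. ADP-Glo readout. qHTS titration up to 57 uM; curves fitted, compounds curve-classed.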
a7 integrin act: integrin-mediated muscular dystrophy alleviation activation | Potency, µM (highest dose often 38.3 µM), inactives show top-dose activation, actives largely listed as activators | 350,000 tested, 0.064% active | alpha7betagal myoblasts, beta-gal FDG fluorescence, 48 h;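 further: potency means the concentration at half of the fitted maximal effect; 100% = response of the positive control SU9516; nearly all actives have a fitted effect of over 60% in size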
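alpha7betagal+/- myoblasts (passage 13, 250/well) treated 48 h at 37C with compounds at 1:260 dilution of DMSO stock. Lysed, then beta-galactosidase activity read as FDG fluorescence (ex 480/em 540) after 30 min, with pre-read for autofluorescence.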
GALK inhibitor: inhibitors of human galactokinase. P51570. Purified GALK, Kinase-Glo residual ATP luminescence. AID 1868. 270,000 tested, 0.007% active. Potency, µM (doses to about 57.5 µM), without a hit: at the highest dose activity change, negative = inhibition, usual class: inhibitors; further: potency means the concentration at half of the fitted maximal effect; on the % scale 0 is the no-effect control and ±100 the full control effect
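ATP-depletion format; final 35 uM ATP, 100 uM D-galactose, 5 nM enzyme; pH 8.0 HEPES/Mg2+ buffer; 60 min RT; luminescence read 10 min after detection reagent.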
Giardia killer: Giardia lamblia killing. activity change, % at 7.66 µM, hits read low. 340,000 tested, 0.15% active. AID 540267. Giardia lamblia trophozoite viability; in the data active means activity change below about -80%; inconclusive means between about -30% and that limit;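 further: parasites exposed to compound for two days anaerobically before the ATP read; on the % scale 0 is the no-effect control and ±100 the full control effect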
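Trophozoites 100 cells/well + cpd; 48 hrs, 37 deg C, anaerobic. ATPLite 1-Step added, 15-30 min RT, luminescence read (ATP-based viability).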
B2AR arrestin: agonists driving beta-arrestin recruitment to human beta2-adrenergic receptor; P07550; beta-arrestin recruitment to beta2AR, cell-based reporter; Potency, µM (doses to about 46.1 µM), without a hit: top-dose activation, most hits filed as activators; 330,000 tested, 0.02% active; AID 492947;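 further: potency means the concentration at half of the fitted maximal effect; 0% = DMSO controls and full agonism = EC100 isoproterenol or metaproterenol; nearly all actives have a fitted effect of over 65% in size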
Menin MLL FP TR: displaces Texas Red mutant MLL peptide from human menin | Menin + Texas Red MLL mutant peptide, fluorescence polarization | AID 1768 | 270,000 tested, 0.23% active | Potency, µM (series often up to 61.6 µM), for inactives: top-dose FP activity change, negative = inhibition, usual class: inhibitors; active means well fitted inhibition curve with a large enough effect in the polarisation, with a control signal flat, not every such curve was filed as active; inconclusive means small, poorly fitted or top-dose-only effect, or effect the other way, or a change in a side signal; inactive means no such curve, though single readings can be large or run the other way; the % refers to the polarisation; further: potency means the concentration at half of the fitted maximal effect; % of control where 0% means no effect; many of its hits are not listed in these tables
Target sequence (O00255 whole entry, looked up): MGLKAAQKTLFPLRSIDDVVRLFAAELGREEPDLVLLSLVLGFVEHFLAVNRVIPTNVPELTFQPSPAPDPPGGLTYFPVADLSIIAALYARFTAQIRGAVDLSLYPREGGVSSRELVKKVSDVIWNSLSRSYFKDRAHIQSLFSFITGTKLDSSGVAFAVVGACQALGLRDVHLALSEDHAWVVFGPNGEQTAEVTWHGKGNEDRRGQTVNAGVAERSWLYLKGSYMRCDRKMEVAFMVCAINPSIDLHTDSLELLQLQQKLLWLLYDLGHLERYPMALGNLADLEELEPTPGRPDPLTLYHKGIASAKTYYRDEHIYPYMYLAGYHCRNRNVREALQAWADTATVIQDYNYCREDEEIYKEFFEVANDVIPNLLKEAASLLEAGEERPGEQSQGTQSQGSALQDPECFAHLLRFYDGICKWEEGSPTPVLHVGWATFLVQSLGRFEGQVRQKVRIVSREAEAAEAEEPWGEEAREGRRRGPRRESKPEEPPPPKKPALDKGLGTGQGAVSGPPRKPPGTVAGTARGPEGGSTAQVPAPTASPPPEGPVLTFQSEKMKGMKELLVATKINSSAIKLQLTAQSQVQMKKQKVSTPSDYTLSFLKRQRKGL
The depositor's hits bear a star; i = inactive; ? = inconclusive; / = no result given; [ ] = remark or other dose. Unless noted, the call rests on the fitted dose curve; in most records, active means well fitted curve in the direction sought with a large enough effect; inconclusive means small, poorly fitted or top-dose-only effect, or another doubt; inactive means no such curve, though single readings can be large; an effect the other way counts as inactive or inconclusive. The list is partial. The share of hits here may be higher or lower than overall.

SMILES | Chronic BCR inh | PTAP TSG101 blk | FBPA coupling cs | PKM2 activator | S-ASM inh | Tb PFK block | a7 integrin act | GALK inhibitor | Giardia killer | B2AR arrestin | Menin MLL FP TR
Cc1ccc(-n2[nH]c(C)c(/C=N/n3c(C)nc4ccccc4c3=O)c2=O)cc1 | ? | -12.2% | 6.0 | -64.8% | 0.4% | 0.9% | 6.7% | 3.6% | 7.7 | -0.9% | ?
CCn1c(SCC(=O)N/N=C/c2ccccc2OCC(=O)O)nnc1-c1ccc(C(C)(C)C)cc1 | -3.4% | -0.4% | 1.4 | 0.5% | 4.6% | -4.8% | -24.3% | 10.5% | 4.9 | 0.5% | /
CCNC(=O)C1CCCN1S(=O)(=O)c1ccc2ccccc2c1 (stereo not drawn) | -0.6% | -4.8% | / | / | 3.6% | 1.0% | ? | -3.2% | 12.9 | 0.3% | /
CN(C)CCCNC(=O)C1CCNCC1 | -0.1% | -1.7% | -0.3 | 2.0% | 3.5% | -0.7% | 0.0% | -3.9% | 16.1 | -0.3% | 15.3%
Cc1ccc(S(=O)(=O)N(C)c2ccc(OCC(=O)Nc3nc4c(ccc5ccccc54)s3)cc2)cc1 | -1.1% | -0.9% | 0.6 | 0.5% | 2.9% | -0.7% | 2.0% | 3.6% | 1.6 | -0.7% | ?
CC(C)CNC(=O)C1C2C=CC(C2)C1C(=O)O (stereo not drawn) | 3.2% | -4.4% | 0.2 | 0.2% | 3.4% | -0.5% | 13.1% | -0.4% | -1.0 | -0.1% | 19.0%
O=C(CCc1nc2ccccc2c(=O)[nH]1)N1CCN(c2ccccc2Cl)CC1 | 0.9% | 0.6% | / | / | -7.2% | -1.3% | 12.1% | / | 19.4 | -0.9% | /
CCNC(=O)CC1C(=O)N(c2ccc(F)cc2)C(=O)N1CCC(C)C (stereo not drawn) | ? | -6.3% | 2.1 | -0.7% | 5.7% | -1.7% | -9.4% | 0.0% | -4.3 | -2.2% | 12.7%
COc1cccc(NC(=O)C(NCCc2ccc(S(N)(=O)=O)cc2)c2ccccc2)c1 (stereo not drawn) | 13.6% | -1.6% | 0.1 | 0.5% | 8.3% | 2.2% | -14.1% | -2.7% | 8.7 | -0.3% | 13.0%
CN(C)S(=O)(=O)c1cccc(NC(=O)c2ccncc2)c1 | -2.1% | -1.3% | 1.0 | 1.1% | 2.2% | 4.2% | 12.4% | 0.3% | 9.3 | -1.9% | ?
COc1ccc(C2(CNC(=O)c3ccccc3)CCCC2)cc1OC | -5.7% | 1.9% | -0.6 | -1.9%[11.5 µM] | -2.0% | -0.5% | 0.0% | -2.6% | -19.9 | -0.3% | -7.5%
Cc1onc(-c2c(F)cccc2Cl)c1C(=O)N1C=CC(C(F)(F)Cl)=NCC1 | -3.3% | -8.1% | 1.7 | 0.8% | -1.3% | -2.0% | -15.5% | -0.5% | -6.0 | -0.2% | -0.9%
CC1CN(C2CCN(S(=O)(=O)c3ccc4ccccc4c3)CC2)CC(C)O1 (stereo not drawn) | -1.2% | -3.9% | -2.0 | ? | 1.5% | -4.0% | -1.4% | 5.0% | -5.1 | -0.4% | -12.6%
CC(=O)NC1(c2nnnn2CCOC(=O)Nc2ccc(Cl)cc2)CCCCC1 | ? | 0.7% | 3.4 | 2.0% | -4.1% | -5.5% | -19.2% | -0.3% | 0.3 | -0.1% | 1.5%
CCOC(=O)[C@@H]1[C@H]2COc3cc(OC)ccc3[C@@H]2N2C(=O)N(c3ccc(OC)cc3)C(=O)[C@@]12C | 0.6% | -1.1% | / | / | 0.2% | 5.4% | 29.8% | / | -19.9 | -0.1% | /
COc1cccc(C2C3=C(N=C4SCC(=O)N42)c2ccccc2CC3)c1OC (stereo not drawn) | 2.7% | -6.6% | -2.0 | 2.0% | -1.3% | 20.6% | 24.9% | -1.3% | -4.7 | -0.2% | -12.2%
Cc1cc(NCCCn2ccnc2)n2c(nc3ccccc32)c1C#N | 12.5% | -1.2% | -3.9 | 2.8% | i | -1.0% | 19.1% | -1.0% | 1.2 | 2.7% | 1.5%
O=[N+]([O-])c1ccc(N=Nc2ncc[nH]2)cc1 | ? | -2.0% | -1.4 | / | -15.5% | 0.8% | 20.8% | / | -3.5 | 0.4% | ?
CCC(=O)N1N=C(c2ccc(C)cc2)CC1c1ccco1 (stereo not drawn) | 0.4% | -0.3% | -0.5 | 9.8% | -0.4% | -3.1% | -44.7% | 12.2% | 40.8[activator] | -0.6% | /
COc1ccc(OC)c(NC(=O)CC2SC(=NCc3ccccc3)NC2=O)c1 (stereo not drawn) | 6.0% | -1.1% | 2.4 | -4.7% | -1.4% | 4.9% | 5.8% | -0.4% | -16.9 | 0.3% | -3.6%
CC(=O)Nc1ccccc1C(=O)C(=O)Nc1ccc(C)c(C)c1 | 0.8% | -2.7% | 1.0 | 6.8% | -1.5% | -5.3% | -12.2% | 2.3% | 2.7 | -0.9% | 6.2%
COc1ccc(N2C(=O)C3CCCN3C2c2ccccc2OC)cc1 (stereo not drawn) | -1.7% | -1.8% | -0.1 | -7.1% | 2.0% | 0.3% | 24.9% | 0.9% | -0.9 | -0.8% | 4.7%
Cc1cc(NS(=O)(=O)c2ccc(Nc3nc(-c4sc(NC(=O)c5ccccc5)nc4C)cs3)cc2)no1 | ? | / | 12.3 | 13.0% | / | -5.8% | / | -5.1% | / | -0.1% | ?
CCC(=O)Nc1ccc2c(c1)Cc1cc(NC(=O)CC)ccc1-2 | ? | 0.0% | -2.2 | / | -0.6% | 2.0% | 0.0% | -0.1% | 3.3 | -0.1% | 20.3%
c1ccc(CNc2nc(N3CCOCC3)nc(N3CCOCC3)n2)cc1 | ? | -7.8% | 1.5 | 0.9% | -0.7% | 1.6% | -5.3% | 1.5% | 14.7 | -0.6% | 3.6%
Cc1ccc2[nH]c(=O)c3cc(C(=O)N4CCN(C(=O)c5ccco5)CC4)sc3c2c1 | ? | -3.7% | 0.7 | 15.8µM* | 4.0% | -21.7% | 0.0% | 3.1% | -1.6 | -0.1% | 1.7%
CCCCCCC1CC(=O)NC(=S)N1 (stereo not drawn) | 0.6% | -5.2% | -0.7 | 24.3% | 3.3% | 3.5% | 0.0% | -1.2% | -0.5 | 0.3% | -1.2%
CC(=O)c1ccc(NC(=O)Cn2nc(C)c([N+](=O)[O-])c2C)cc1 | 3.7% | -2.1% | 2.1 | 0.1% | -3.5% | -1.4% | -33.7% | 12.1% | 5.2 | -0.2% | 3.2%
CN(Cc1ccc(Cl)cc1)C(=O)COC(=O)CSc1ccc([N+](=O)[O-])cc1 | -12.6% | -2.9% | / | / | -5.7% | -25.0% | 25.2% | / | -4.1 | 0.2% | /
COCCNC(=O)C(c1ccc(C)o1)N(C(=O)c1snc(C(N)=O)c1N)c1ccc(C)cc1 (stereo not drawn) | ? | -5.9% | 2.8 | 6.1% | 365.8%[activator] | -0.1% | 10.0% | 1.9% | -7.6 | -0.3% | -18.3%
COC(=O)C1(C)NC(c2cccc(C)c2)C2C(=O)N(c3ccc(F)cc3)C(=O)C21 (stereo not drawn) | 8.4% | -0.6% | -1.9 | -2.1%[11.5 µM] | 1.3% | -4.4% | -12.3% | 0.4% | 8.5 | -0.1% | 9.3%
CC(=O)c1sc(NC(=O)C2(F)C(F)(F)C(F)(F)C(F)(F)C(F)(F)C2(F)F)nc1C | ? | -11.5% | 1.2 | -9.6% | -5.2% | -3.1% | -76.5%[inhibitor] | 2.1% | -0.5 | -0.2% | ?
CSCCC(NC(=O)c1occc1C)C(=O)O (stereo not drawn) | ? | -0.8% | 0.1 | -5.8% | 4.5% | -4.4% | 33.2% | -0.9% | -18.2 | -0.4% | 0.8%
CCC(=O)N(c1nnc(SCC(=O)Nc2ccccc2Cl)s1)C1CC1 | -2.7% | -3.6% | / | / | -2.0% | -3.5% | -18.8% | / | -13.6 | -1.0% | /
CN1CC(=O)N(CC(=O)Nc2ccc(Br)cc2F)C1=O | 0.3% | -0.7% | 5.4 | -1.3% | -3.0% | 2.0% | 12.6% | 12.6% | -8.6 | 0.0% | 3.9%
Cc1cccc(N2C(=O)N3[C@H](c4ccc(F)cc4)[C@@H]4C(=O)N(C5CCCCC5)C(=O)[C@@H]4[C@]3(Cc3ccccc3)C2=O)c1 | 12.7% | 0.4% | -5.0 | 0.4% | 11.3% | 0.0% | -5.1% | / | -26.9 | 0.4% | -3.5%
